Screens as filed in PubChem.
p53null 32C kill = kills p53 null cells at the permissive temperature. H1299-neo p53 null cells, ATP luminescence, 24 h, 32C. Potency, µM (doses to about 46.1 µM), for inactives: at the top dose activity change, negative = cytotoxicity, usual class: cytotoxic. actives 0.62% (n = 55,000);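 also: potency is read from the fitted curve at half-maximal effect; 0% = DMSO only and -100% = full killing by 100 µM tamoxifen; nearly all actives have a fitted effect of over 55% in size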
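AC50 values derive from Hill modelling of qHTS concentration-response data (up to 46 uM) in H1299-neo cells. Cells were treated 24 h at 32C following overnight attachment at 37C; viability was read as cellular ATP.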
p53null 39C kill = kills p53 null cells at the nonpermissive temperature | H1299 p53-null (neo) cells, 39C, ATPlite viability, 24 h | AID 904 | actives 0.97% (n = 55,000) | Potency, µM (highest dose often 46.1 µM), for the others: top-dose activity, negative = cell killing, most hits filed as cytotoxic;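 also: potency is read from the fitted curve at half-maximal effect; 0% = DMSO only and -100% = full killing by 100 µM tamoxifen; nearly all actives have a fitted effect of over 50% in size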
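Cells seeded at 600/well, 37C overnight. Compound added (up to 46 uM), plates shifted to 39C for 24 hr. ATPlite added, luminescence read after 20 min at room temperature.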
FH mod = Identification of activators of human fumarate hydratase by quantitative high-throughput screening; actives 0.22% (n = 54,000); FH coupled MDH/diaphorase resazurin fluorescence, 15 min; Potency, µM (top dose mostly 79.9 µM), for inactives: top-dose activity change, negative = inhibition, hits mostly inhibitors; Fumarate hydratase, mitochondrial (Homo sapiens), P07954; AID 1347055, 2019; also: potency is read from the fitted curve at half-maximal effect; % is scaled to controls: 0 for no effect and ±100 for the full control effect; the screen sought activators but most active calls are inhibition curves; nearly all actives have a fitted effect of over 45% in size
PTAP-TSG101 blk = inhibitors of HIV-1 PTAP binding to human TSG101, validation | Q99816 | Fluorescence polarization, FITC-PTAP peptide/Tsg101, 20 min | Potency, µM (series often up to 115 µM), without a hit: top-dose activity change, negative = inhibition, most hits filed as inhibitors | 44,000 tested, under 10 active | AID 1347069; also: potency is read from the fitted curve at half-maximal effect; 0% is about no effect
Target sequence (Q99816 whole entry, looked up): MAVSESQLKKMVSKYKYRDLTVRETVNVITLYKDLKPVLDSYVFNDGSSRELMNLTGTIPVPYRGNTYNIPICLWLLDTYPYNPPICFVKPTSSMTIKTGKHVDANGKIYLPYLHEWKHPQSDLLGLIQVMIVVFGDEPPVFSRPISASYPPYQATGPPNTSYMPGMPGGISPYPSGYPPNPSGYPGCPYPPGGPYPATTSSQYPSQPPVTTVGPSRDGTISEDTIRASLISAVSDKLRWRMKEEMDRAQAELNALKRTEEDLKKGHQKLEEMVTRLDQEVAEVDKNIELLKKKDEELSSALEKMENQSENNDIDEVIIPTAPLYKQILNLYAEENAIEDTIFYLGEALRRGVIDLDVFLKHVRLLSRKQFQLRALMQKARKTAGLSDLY
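Fluorescence polarization: Tsg101 binding domain (10 uM final) in 10 mM HEPES pH 7.5, 0.15 M NaCl, 0.01% Tween 20, 3 mM EDTA, 0.1 mM TCEP; compounds pinned; FITC-PTAP peptide 50 nM final; 20 min, r.t.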
B2AR arrestin ag = beta-arrestin recruitment by human beta2-adrenergic receptor ligands; P07550; HTLA Tango cells, beta-arrestin recruitment, luciferase luminescence, 18 h; Potency, µM (top dose mostly 46.1 µM), for inactives: at the top dose activation, usual class: activators; 44,000 tested, under 10 active; AID 1347077;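 also: potency is read from the fitted curve at half-maximal effect; 0% = DMSO and full agonism = EC100 isoproterenol or metaproterenol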
Target sequence (P07550 whole entry, looked up): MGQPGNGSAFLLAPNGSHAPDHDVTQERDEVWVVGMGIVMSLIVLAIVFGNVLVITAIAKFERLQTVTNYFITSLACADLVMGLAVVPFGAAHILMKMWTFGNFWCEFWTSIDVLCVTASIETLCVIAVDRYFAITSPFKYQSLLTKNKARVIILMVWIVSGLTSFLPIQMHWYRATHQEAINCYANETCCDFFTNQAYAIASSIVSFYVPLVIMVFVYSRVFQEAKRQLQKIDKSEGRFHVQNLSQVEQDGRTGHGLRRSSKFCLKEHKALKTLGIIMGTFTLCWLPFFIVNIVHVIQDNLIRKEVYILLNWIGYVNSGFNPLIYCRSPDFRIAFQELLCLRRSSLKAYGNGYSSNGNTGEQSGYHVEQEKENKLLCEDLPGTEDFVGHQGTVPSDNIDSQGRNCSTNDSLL
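Ligand-induced beta-arrestin recruitment to recombinant beta2-AR is measured via a tTA-driven luciferase reporter in Tango cells after 18 hr compound exposure at 37 degrees C. Concentrations span up to 46 microM.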
NTMT1 inh = inhibitors of human N-terminal methyltransferase NTMT1 | NTMT1 MTase-Glo SAH luminescence, purified enzyme | Potency, µM (series often up to 114 µM), inactives show top-dose activity change, negative = inhibition, most hits filed as inhibitors | actives 2.5% (n = 59,000) | Q9BV86;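 also: potency is read from the fitted curve at half-maximal effect; plate controls were DMSO vehicle for no effect and no enzyme for full effect; nearly all actives have a fitted effect of over 65% in size; many of its hits are not listed in these tables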
Target sequence (Q9BV86 whole entry, looked up): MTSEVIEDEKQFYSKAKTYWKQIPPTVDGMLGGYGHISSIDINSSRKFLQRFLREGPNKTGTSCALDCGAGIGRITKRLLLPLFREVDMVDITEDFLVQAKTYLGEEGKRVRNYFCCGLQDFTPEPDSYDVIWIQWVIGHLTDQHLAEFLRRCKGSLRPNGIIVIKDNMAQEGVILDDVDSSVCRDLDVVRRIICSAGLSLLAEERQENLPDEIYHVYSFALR
GALK inh = GALK (human) enzyme inhibition. Potency, µM (highest dose often 57.5 µM), without a hit: at the highest dose activity, negative = inhibition, hits mostly inhibitors. P51570. 44,000 tested, under 10 active. recombinant GALK, Kinase-Glo ATP luminescence, 1 h. AID 1347072;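 also: plate controls were full GALK reaction for no effect and reaction lacking GALK for full effect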
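Human GALK (5 nM) was incubated with 35 uM ATP and 100 uM galactose in 20 mM HEPES pH 8.0 with MgCl2, NaCl, DTT and BSA for 1 h at room temperature. Remaining ATP was measured by Kinase-Glo Plus luminescence.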
Active calls of the source: *; [ ] = dose if it differs, or a comment. Calls follow the shape of the dose curve; as a rule, active = well fitted curve in the direction sought with a large enough effect; inconclusive = small, poorly fitted or top-dose-only effect, or another doubt; inactive = no such curve, though single readings can be large; an effect the other way counts as inactive or inconclusive.

Results for CC1CCCN(Cc2nc3c(c(=O)n(C)c(=O)n3C)n2Cc2ccc(Cl)cc2Cl)C1 (centres undefined) ?
p53null 32C kill: 7%; p53null 39C kill: 90%; FH mod: 3%; PTAP-TSG101 blk: -4%; B2AR arrestin ag: 1%; NTMT1 inh: 3%; GALK inh: 0%

Results for CC(C)c1ccc(S(=O)(=O)N2CCC(n3c(C(F)(F)F)nc4cccnc43)CC2)cc1 ?
p53null 32C kill: -11%; p53null 39C kill: 3%; PTAP-TSG101 blk: -1%; B2AR arrestin ag: 0%; GALK inh: -2%

How did CCc1ccc2oc(C(=O)Nc3nc(-c4ccccc4)ns3)c(C)c2c1 do in these assays?
p53null 32C kill: -7%; p53null 39C kill: -12%; FH mod: -15%; PTAP-TSG101 blk: 0%; B2AR arrestin ag: -1%; NTMT1 inh: -24%; GALK inh: 8%

How did COc1ccc(NC(=O)CC2C(=O)N(c3cccc(C)c3)C(=O)N2C2CCCCC2)cc1 (centres undefined) do in these assays?
p53null 32C kill: 1%; p53null 39C kill: -3%; FH mod: -9%; PTAP-TSG101 blk: 1%; B2AR arrestin ag: 1%; NTMT1 inh: 0%; GALK inh: 0%

Results for Nc1c(-c2nc(-c3ccccc3Cl)no2)nnn1-c1ccccc1C(F)(F)F ?
p53null 32C kill: 2%; p53null 39C kill: -12%; FH mod: -10%; PTAP-TSG101 blk: 1%; B2AR arrestin ag: 0%; NTMT1 inh: 0%; GALK inh: 1%

How did CCCSc1ncc(Cl)c(C(=O)Nc2ccc(CC)cc2)n1 do in these assays?
p53null 32C kill: -9%; p53null 39C kill: -4%; FH mod: -13%; PTAP-TSG101 blk: -6%; B2AR arrestin ag: -1%; NTMT1 inh: 5%; GALK inh: -12%

What do the screens show for `COc1cc(OC)c(NC(=O)c2cc(CN3CCOCC3)on2)cc1Cl`?
p53null 32C kill: 2%; p53null 39C kill: -3%; FH mod: 1%; PTAP-TSG101 blk: -3%; B2AR arrestin ag: -1%; NTMT1 inh: 8%; GALK inh: 4%

What do the screens show for `COc1ccc(N2CCN(C(=O)c3cc(-c4ccc(C)c(F)c4)on3)CC2)cc1`?
p53null 32C kill: 0%; p53null 39C kill: 1%; PTAP-TSG101 blk: -4%; B2AR arrestin ag: -2%; GALK inh: 1%

Results for Cc1ccc(-c2noc(-c3ccccc3NC(=O)C3CC(=O)N(c4ccccc4C)C3)n2)cc1 (centres undefined) ?
p53null 32C kill: 9%; p53null 39C kill: -2%; FH mod: -25%; PTAP-TSG101 blk: 0%; B2AR arrestin ag: -2%; NTMT1 inh: -4%; GALK inh: 3%

How did CCOC(=O)c1cc2c(=O)n3ccccc3nc2n(C)c1=NC(=O)c1cc2ccccc2o1 do in these assays?
p53null 32C kill: 16%; p53null 39C kill: 31%[activator]; FH mod: 9%; PTAP-TSG101 blk: 0%; B2AR arrestin ag: -1%; NTMT1 inh: -21%; GALK inh: 1%

How did COc1ccc(-n2cc(C(=O)OCc3ccc(Cl)cc3)c3ccccc3c2=O)cc1 do in these assays?
p53null 32C kill: -3%; p53null 39C kill: 18%; FH mod: -9%; PTAP-TSG101 blk: -3%; B2AR arrestin ag: 8%; NTMT1 inh: -2%; GALK inh: -1%

Results for CCc1ccc(NC(=O)CSc2nc3c(sc4ccccc43)c(=O)n2CCN(CC)CC)cc1 ?
p53null 32C kill: 1%; p53null 39C kill: 0%; FH mod: -20%; PTAP-TSG101 blk: 0%; B2AR arrestin ag: -2%; NTMT1 inh: -9%; GALK inh: -4%

Arranged by heavy-atom count (rising): some entries from above
Results for Nc1c(-c2nc(-c3ccccc3Cl)no2)nnn1-c1ccccc1C(F)(F)F ?
p53null 32C kill: 2%; p53null 39C kill: -12%; FH mod: -10%; PTAP-TSG101 blk: 1%; B2AR arrestin ag: 0%; NTMT1 inh: 0%; GALK inh: 1%

What do the screens show for `COc1ccc(N2CCN(C(=O)c3cc(-c4ccc(C)c(F)c4)on3)CC2)cc1`?
p53null 32C kill: 0%; p53null 39C kill: 1%; PTAP-TSG101 blk: -4%; B2AR arrestin ag: -2%; GALK inh: 1%

Results for CC1CCCN(Cc2nc3c(c(=O)n(C)c(=O)n3C)n2Cc2ccc(Cl)cc2Cl)C1 (centres undefined) ?
p53null 32C kill: 7%; p53null 39C kill: 90%; FH mod: 3%; PTAP-TSG101 blk: -4%; B2AR arrestin ag: 1%; NTMT1 inh: 3%; GALK inh: 0%

Carrying on:
What do the screens show for `Cc1ccccc1N1CC(C(=O)Nc2ccc(Br)cc2)CC1=O` (centres undefined)?
p53null 32C kill: -1%[9.22 µM]; p53null 39C kill: -17%; FH mod: -11%; PTAP-TSG101 blk: -5%; B2AR arrestin ag: 0%; NTMT1 inh: 6%; GALK inh: 9%

How did CCOc1cc(C(=O)NCCc2csc3nc(-c4ccc(C)cc4)nn23)cc(OCC)c1OCC do in these assays?
p53null 32C kill: -1%; p53null 39C kill: -9%; FH mod: 0%; PTAP-TSG101 blk: 0%; B2AR arrestin ag: 0%; NTMT1 inh: 1%; GALK inh: -3%

How did Cc1ccc(Nc2ncnc3c2cnn3-c2ccccc2)c(C)c1 do in these assays?
p53null 32C kill: -10%; p53null 39C kill: 17%; FH mod: -12%; PTAP-TSG101 blk: -1%; B2AR arrestin ag: -1%; NTMT1 inh: 11µM*; GALK inh: 3%

Results for CCc1ccc(NC(=O)c2cnn(-c3c(C)cccc3C)c2C2CCN(C(=O)OC(C)(C)C)CC2)cc1 ?
p53null 32C kill: 6%; p53null 39C kill: 25%; FH mod: -26%; PTAP-TSG101 blk: -2%; B2AR arrestin ag: 0%; NTMT1 inh: -1%; GALK inh: -2%

What do the screens show for `CCOc1ccccc1CNCc1c(C(=O)O)n(Cc2ccccc2)c2cc(OC)ccc12`?
p53null 32C kill: -11%; p53null 39C kill: inconclusive; FH mod: -6%; PTAP-TSG101 blk: -10%; B2AR arrestin ag: 0%; NTMT1 inh: -3%; GALK inh: 5%

What do the screens show for `CCN(C(=O)c1cc2c(=O)oc3ccccc3c2s1)c1cccc(C(F)(F)F)c1`?
p53null 32C kill: 3%; p53null 39C kill: 4%; FH mod: -2%; PTAP-TSG101 blk: -1%; B2AR arrestin ag: 1%; NTMT1 inh: 0%; GALK inh: -1%

Results for O=S(=O)(c1ccccc1)c1nnn2c1nc(NCc1ccc(Cl)cc1)c1sccc12 ?
p53null 32C kill: 0%; p53null 39C kill: -21%; FH mod: -11%; PTAP-TSG101 blk: -2%; B2AR arrestin ag: 1%; NTMT1 inh: 2%; GALK inh: 2%

Results for CCc1nn(CC(=O)Nc2cccc(C(C)=O)c2)c(=O)c2cc3sccc3n12 ?
p53null 32C kill: 2%; p53null 39C kill: 5%; FH mod: -8%; PTAP-TSG101 blk: -6%; B2AR arrestin ag: 0%; NTMT1 inh: 0%; GALK inh: -9%

How did COc1ccc(-c2cc(C(=O)Oc3ccc(Br)cc3)c3ccccc3n2)cc1 do in these assays?
p53null 32C kill: inconclusive; p53null 39C kill: 13µM*; FH mod: -13%; PTAP-TSG101 blk: -2%; B2AR arrestin ag: -2%; NTMT1 inh: -4%; GALK inh: 1%

Results for CCn1ccc2cc(S(=O)(=O)N3CCCN(C(=O)Nc4ccccc4C(F)(F)F)CC3)ccc21 ?
p53null 32C kill: -6%; p53null 39C kill: inconclusive; FH mod: -19%; PTAP-TSG101 blk: -1%; B2AR arrestin ag: 0%; NTMT1 inh: 9%; GALK inh: 2%

What do the screens show for `O=C(Nc1ccc2oc(-c3ccc4ccccc4c3)nc2c1)c1cccc(Cl)c1Cl`?
p53null 32C kill: -10%; p53null 39C kill: -9%; FH mod: -3%; PTAP-TSG101 blk: -4%; B2AR arrestin ag: 0%; NTMT1 inh: 4%; GALK inh: 2%

Results for Cc1ccc(S(=O)(=O)c2cn(C)c3cc(N4CCOCC4)c(F)cc3c2=O)c(C)c1 ?
p53null 32C kill: 0%; p53null 39C kill: -4%; FH mod: -1%; PTAP-TSG101 blk: 2%; B2AR arrestin ag: 0%; NTMT1 inh: 12%; GALK inh: 0%

Results for Cc1ccc(Cl)cc1N1CCN(C(=O)Cn2cnc3onc(-c4ccc(F)cc4)c3c2=O)CC1 ?
p53null 32C kill: 19%; p53null 39C kill: -5%; FH mod: -13%; PTAP-TSG101 blk: -7%; B2AR arrestin ag: 0%; NTMT1 inh: 7%; GALK inh: 1%

Results for CCOc1cc(CNC(=O)CN2CCSc3ccccc32)cc(OCC)c1OCC ?
p53null 32C kill: 5%; p53null 39C kill: -1%; FH mod: -13%; PTAP-TSG101 blk: -7%; B2AR arrestin ag: 3%; NTMT1 inh: 15%; GALK inh: -1%

How did Cc1nc(-c2ccc(S(=O)(=O)NCc3ccccc3Cl)cc2)co1 do in these assays?
p53null 32C kill: 1%; p53null 39C kill: 3%; FH mod: 1%; PTAP-TSG101 blk: -1%; B2AR arrestin ag: 0%; NTMT1 inh: 15%; GALK inh: -2%

What do the screens show for `CC(C)Oc1ccc(CNC(=O)c2ccc(NC(=O)c3nsc4ccccc34)cc2)cc1`?
p53null 32C kill: -3%; p53null 39C kill: -29%; FH mod: -8%; PTAP-TSG101 blk: 0%; B2AR arrestin ag: 0%; NTMT1 inh: inconclusive; GALK inh: 1%

How did CCOC(=O)c1sc(N2C(=O)c3oc4ccc(F)cc4c(=O)c3C2c2cccc(OC)c2)nc1C (centres undefined) do in these assays?
p53null 32C kill: 2%; p53null 39C kill: -14%; FH mod: -7%; PTAP-TSG101 blk: -6%; B2AR arrestin ag: -2%; NTMT1 inh: 8%; GALK inh: 1%

What do the screens show for `CCc1ccc(CNc2nc3nc(C)c(Cc4ccccc4)c(=O)n3[nH]2)cc1`?
p53null 32C kill: -2%; p53null 39C kill: -2%; FH mod: 6%; PTAP-TSG101 blk: 4%; B2AR arrestin ag: 0%; NTMT1 inh: 8%; GALK inh: -12%

How did Cc1nnc(N2CCN(C(=O)NCCC(C)C)CC2)c2nn(-c3ccc(Cl)cc3)c(C)c12 do in these assays?
p53null 32C kill: 2%; p53null 39C kill: -9%; FH mod: -7%; PTAP-TSG101 blk: 0%; B2AR arrestin ag: 1%; NTMT1 inh: -5%; GALK inh: -2%

How did COc1cccc(NC(=O)/C(C#N)=C/c2c(C)n(Cc3ccccc3)c3ccccc23)c1 do in these assays?
p53null 32C kill: 11%; p53null 39C kill: 8%; FH mod: -20%; PTAP-TSG101 blk: 54%[activator]; B2AR arrestin ag: 0%; NTMT1 inh: 7%; GALK inh: -1%

Some of the compounds tested; count on the stated rates, not on these rows.
